# Compound activity deposited in PubChem by SRMLSC.
# SK-BR-3 tox 24h: SK-BR-3 proliferation inhibitors | viability, % at 10 µM | SK-BR-3 viability, CellTiter-Glo ATP luminescence, 24 h; active compounds read low | hit rate 0.47% among 41,000;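 active = viability at or below the median of all test compounds minus 3 SD, in both replicates if run twice, cut at about 45% in these data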;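 also: 100% = median untreated cell wells and 0% = median positive control drug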
# Starred values were filed as active, the others as inactive. A portion of the library (hit frequency here may not be typical).
SMILES,SK-BR-3 tox 24h
CCN(Cc1cc2ccccc2[nH]c1=O)C(=O)C(C)C,95
CCOC(=O)c1cc(C(O)(C(F)(F)F)C(F)(F)F)c(/N=C/N(C)C)o1,77
Cc1cccc(-c2noc(-c3ccccc3C(=O)NCC3CCCO3)n2)c1 (configuration not stated),82
COc1ccc(-n2nnnc2SCC(=O)Nc2cccc(NC(C)=O)c2)cc1OC,129
CC(O)Cn1cnc2c1c(=O)n(C)c(=O)n2C (configuration not stated),97
COc1ccc(C(C)(C)C)cc1S(=O)(=O)N1CCN(C)CC1,86
Cc1sc2nc(SCC(=O)c3cccs3)n(Cc3ccco3)c(=O)c2c1C,75
O=C1NC(c2ccncc2)Nc2ccccc21 (configuration not stated),71
COCCN(CC(=O)NCc1ccc(F)cc1)C(=O)CCC(=O)Nc1ccccn1,84
CCn1c(SCC(=O)OC2CCCCC2)nnc1-c1ccncc1,122
NC(=O)CS(=O)(=O)c1nc2ccccc2n1Cc1ccccc1F,96
COC(=O)c1cccc(NC(=O)CN2CCN(Cc3ccccc3)CC2)c1,83
Cc1sc2nc(C3CC3)nc(NCCNS(C)(=O)=O)c2c1C,73
COc1ccc(NC(=O)c2cc(-c3cc(C)cc(C)c3O)n[nH]2)cc1Cl,80
O=C(Cc1c(O)c2ccccc2[nH]c1=O)NC1CCCCCCC1,85
Cc1ccc(S(=O)(=O)NCCN=C(CN2CCCC2)NS(=O)(=O)c2ccc(C)cc2)cc1,126
COc1cc(C2N(c3ccccn3)C(=O)C3CCCN32)cc(OC)c1OC (configuration not stated),96
COc1ccc2c(c1OC)C(=O)N(c1ccccn1)C2,114
CSc1nc2c(c(=O)n1-c1ccccc1)SCC2,90
COc1ccccc1N(CC(=O)N1CCCCCC1)S(C)(=O)=O,74
O=C(CCc1ccc(CCC(=O)c2cccs2)s1)c1cccs1,78
COc1cc(=O)n(C)c2cc(N(C)C)ccc12,103
O=C(Nc1nc2ccccc2n1CCN1CCCC1)C1CCCCC1,67
CS(=O)(=O)N(CC(=O)N1CCN(Cc2ccc3c(c2)OCO3)CC1)c1ccc2c(c1)OCO2,98
COc1ccc2sc(NC(=O)c3ccco3)nc2c1,94

# New compounds follow:
SMILES,SK-BR-3 tox 24h
O=C(CCn1c(=O)oc2ccccc21)N1CCCCCC1,90
CCn1c(SCc2nc3ccccc3[nH]2)nnc1-c1cccs1,90
O=C(CCn1c(=O)oc2ccccc21)NCCCN1CCN(c2ccc(F)cc2)CC1,87
COc1ccc(NC(=O)CC2CCCCC2)cc1OC,108
COCCn1c(SCc2cccnc2)nnc1-c1ccco1,90
Cn1c(COc2ccc3ccccc3c2)nnc1SCC(N)=O,123
Cc1ccc(NC(=O)C2(N(C(=O)Cn3nnnc3N)c3ccc(C)cc3)CCCCC2)cc1,47
NS(=O)(=O)c1ccc(CNC(=O)NC23CC4CC(CC(C4)C2)C3)cc1,109
Cc1ccoc1C(=O)NCc1occc1C(=O)O,88
O=C(Nc1cccc(Cl)c1)c1ccncc1,93
Cc1cc(C)n(-c2nc3ccccc3c(=O)n2OCc2ccc(F)cc2)n1,40*
CCCCN(CC)S(=O)(=O)c1ccc(C(=O)Nc2nnc(COC)o2)cc1,71
COc1ccccc1Nc1nc(N)nc(CSc2ncccn2)n1,114
CCCC(=O)Nc1ccc(Cl)c(NC(=O)C(C)(C)C)c1,98
O=C(CSc1nnc(COc2cccc3cccnc23)o1)c1ccc(F)cc1,115
C=CCNc1nc2ccccc2nc1NS(=O)(=O)c1cccs1,121
Cc1ccc2[nH]c(CCN(C)C)c(CC#N)c2c1,81
C#CC1(O)CC(C)N(C)C(C)C1 (configuration not stated),100
CCn1c(SCC(=O)Nc2ccc3c(c2)OCO3)nnc1-c1cnccn1,92
c1cc2c(cc1Cn1cnnn1)OCO2,92
COC(=O)c1cc(=O)n2c(-c3ccc(OC)cc3)csc2n1,94
O=C(NCCCN1CCOCC1)c1c(O)c2ccccc2[nH]c1=O,68
CCSc1nnc(Cc2cc(=O)[nH]c(=O)[nH]2)n1-c1cc(C)ccc1C,99
CCCCc1c(O)nc(N2CCN(Cc3ccccc3)CC2)[nH]c1=O,95
COC(=O)c1ccc(NC(=O)C(C)N2C(=O)c3ccccc3C2=O)cc1 (configuration not stated),89

# Carrying on:
SMILES,SK-BR-3 tox 24h
O=C1CCCc2c1nc(-c1ccco1)n2O,73
CC(C)Oc1ccc2nnnn2n1,88
CCCNC(=O)Nc1ccccc1C(=O)Nc1ccc(OC)cc1,98
COc1ccc(C2C3=C(CC(C)(C)CC3=O)Nc3c2c(=O)[nH]c2nc(C)nn32)cc1 (configuration not stated),99
Cn1c(=N)c(S(=O)(=O)c2ccccc2)cc2c(=O)n3ccccc3nc21,92
CCCOc1cccc(C(=O)O)c1,84
CC12CCC(C(=O)N3CCN(C(=O)C45CCC(C)(C(=O)O4)C5(C)C)CC3)(OC1=O)C2(C)C,123
CCOc1ccc(NC(=O)CSC2=C(C#N)C(c3ccc4c(c3)OCO4)CC(=O)N2)cc1 (configuration not stated),102
O=S(=O)(N1CCOCC1)n1c(Cc2ccccc2)nc2ccccc21,76
COc1ccc(-c2nnc(SCC(=O)NC(C)C)n2CC2CCCO2)cc1OC (configuration not stated),107
CCCCSc1nc(C)c(CC(=O)O)c(=O)[nH]1,79
COC(=O)c1cnn2c(C(F)(F)F)cc(-c3ccco3)nc12,90
CC(=O)c1cc2c(cc1NC(=O)CN1CCN(c3ccc(F)cc3)CC1)OCO2,79
CCn1cc(Br)c(C(=O)N(C)Cc2ccccc2)n1,90
CCOC(=O)c1c(C(C#N)C#N)cc(C)nc1C,78
O=c1[nH]c(=O)n([C@H]2C[C@H](O)[C@@H](CO)O2)cc1F,108
Cc1[nH]c2ccc(Br)cc2c(=O)c1CN1CCCCC1,67
COc1cc(C(=O)NCc2ccc(-c3nc4ccccc4o3)cc2)cc(OC)c1OC,88
Cn1cccc1C1(C(F)(F)F)NCCNC1=O (configuration not stated),100
COc1ccccc1C1/C(=C(/O)c2cnn(-c3ccccc3)c2C)C(=O)C(=O)N1CCN(C)C (configuration not stated),99
CC(=O)c1cccc(NC(=O)N2CCCC2C(=O)NCc2ccc(F)cc2)c1 (configuration not stated),95
CC(C)OCCCNC(=O)c1cccs1,77
CCOc1ccc(C(=O)Nc2cc(C)on2)cc1OCC,105
O=C(OCN1C(=O)c2ccccc2C1=O)c1cccs1,87
COC(=O)[C@H](CCSC)NC(=O)NCc1ccccn1,90

# (next part)
SMILES,SK-BR-3 tox 24h
O=C(O)c1ccc(NC(=O)C2CCCCC2)cc1,104
CC(C)n1ncc(C(N)=O)c1N,85
COCC(=O)NC1CCN(C(=O)Nc2ccc(Br)cc2)CC1,106
CCc1nnc(NC(=O)CSc2nnc(-c3ccco3)n2C)s1,88
COc1cccc2c1OC1(C)CC2/C(=C(\C)O)C(=O)N1 (configuration not stated),87
O=S(=O)(c1ccc(F)cc1)N1CCN(c2ncnc3c2cnn3-c2ccccc2)CC1,79
CCOC(=O)C1(C(F)(F)F)N=C(c2cccnc2)OC(N2CCOCC2)=N1 (configuration not stated),89
COc1ccc(C)cc1NC(=O)CSc1nnc(COc2ccc(C)cc2)n1Cc1ccco1,68
COCCNC(=O)c1ccc2c(c1)nc(C)n2-c1cc(OC)c(OC)c(OC)c1,87
COc1cc(NC(=O)C(F)(F)F)cc(OC)c1,99
Cc1cc(=O)n(CCC(=O)O)c2ccccc12,102
COC(=O)CSc1nnnn1-c1cccc2ccccc12,95
CCn1c2ccccc2c2cc(NC(=O)CSc3nnnn3-c3ccccc3)ccc21,92
CN(C)c1ccnc2sc(C(=O)NCc3ccccc3)c(N)c12,93
c1ccc(-c2cc(-c3nn4c(-c5ccco5)nnc4s3)c3ccccc3n2)cc1,74
O=C(COc1ccc2oc(-c3ccccc3)cc(=O)c2c1)NCc1ccco1,100
CCOc1ccccc1CNS(=O)(=O)c1ccc2[nH]c(=O)sc2c1,80
CCc1ccc2oc(=O)cc(CN3CCN(c4ccc(F)cc4)CC3)c2c1,82
C=CCn1c(C(C)NC(=O)C(C)(C)C)nc2ccccc21 (configuration not stated),77
O=C(Nc1ccccc1F)N(CCCN1CCOCC1)Cc1cc2cc3c(cc2[nH]c1=O)OCCO3,80
CC1CCc2c(sc(NC(=O)c3noc4c3CCCC4)c2C(N)=O)C1 (configuration not stated),88
Cc1ccc2c(c1)nnn2C1CCN(C(=O)NC23CC4CC(CC(C4)C2)C3)CC1,106
Cc1ccc(S(=O)(=O)N2CCCCC2)cc1C(=O)Nc1ccc2cn[nH]c2c1,98
COc1ccccc1NC(=O)CSc1nnc(C)n1CCc1ccccc1,119
COC(=O)CSc1nnc(CNC(=O)Cc2ccccc2)n1C,86

# Arranged by length of the SMILES (ascending): part of the list above.
SMILES,SK-BR-3 tox 24h
Cc1cc(=O)n(CCC(=O)O)c2ccccc12,102
O=C(O)c1ccc(NC(=O)C2CCCCC2)cc1,104
CN(C)c1ccnc2sc(C(=O)NCc3ccccc3)c(N)c12,93
CC1CCc2c(sc(NC(=O)c3noc4c3CCCC4)c2C(N)=O)C1 (configuration not stated),88
CCc1ccc2oc(=O)cc(CN3CCN(c4ccc(F)cc4)CC3)c2c1,82
O=C(Nc1ccccc1F)N(CCCN1CCOCC1)Cc1cc2cc3c(cc2[nH]c1=O)OCCO3,80

# Additional entries
SMILES,SK-BR-3 tox 24h
COC(=O)c1[nH]c2cccc(Cl)c2c1NC(=O)CN1CCCCC1C (configuration not stated),85
Fc1ccc(-c2cc3nc4c(c(N5CCOCC5)n3n2)CCCC4)cc1,104
CC(=O)c1cc(CN2C(=O)CCC2=O)cs1,107
COc1cc(OC)cc(-n2nnnc2SCC(=O)N2CCCc3ccccc32)c1,88
COC(=O)CSc1nc(N)c2c3c(sc2n1)CCCC3,90
O=c1c(-c2ccccc2)[n+]([O-])c2ccccc2n1O,84
Cc1cc(=O)n2[nH]cnc2n1,73
COc1ccccc1NS(=O)(=O)c1ccc2oc(SC3CCOC3=O)nc2c1 (configuration not stated),88
COCCn1nnnc1C(c1cc2cc(C)ccc2[nH]c1=O)N1CCN(C2CCCCC2)CC1 (configuration not stated),105
O=C(CSc1nnc(-c2cccnc2)n1C1CCCCC1)NC1CCCC1,87
CCC(C)n1c(C)nc2c(c1=O)c1nc3ccccc3nc1n2-c1ccc2c(c1)OCCO2 (configuration not stated),105
COC(=O)c1ccc(C2C(C(=O)Nc3ccccc3C)=C(C)Nc3ncnn32)cc1 (configuration not stated),102
Cn1c(/C(C#N)=C/C2CC=CCC2)nc2ccccc21 (configuration not stated),79
CCOC(=O)N1CCN(c2ncnc3c2oc2nc(CC(C)C)c4c(c23)CCC4)CC1,64
CCc1ccc(Nc2ncc3c(n2)CC(c2ccco2)CC3=O)cc1 (configuration not stated),83
CC1CCN(c2nc3c(c(=O)n(C)c(=O)n3C)n2CCSc2nc3ccccc3s2)CC1,79
Cc1cc(-c2ccccc2)c(C#N)c(SCC(N)=O)n1,94
CCOC(=O)N1CCN(C(=O)C2CC(=O)N(Cc3ccc(OC)cc3)C2)CC1 (configuration not stated),82
O=S(=O)(Nc1ccc2c(c1)OCCO2)c1cccc2cccnc12,92
CCOc1ccc(N2CC(O)Cn3c2nc2c3c(=O)n(CCCc3ccccc3)c(=O)n2C)cc1 (configuration not stated),80
Cc1noc(C)c1C(=O)N1CCN(c2ncccn2)CC1,106
COC(=O)c1cc(Br)c(=O)n(Cc2ccc(C(=O)O)cc2)c1,78
Cc1cc2nnc(SCc3ccccc3)n2c(N)n1,92
Cc1cc(OCCN2CCCCC2)nc2ccccc12,118
CC(=O)Nc1ccc(S(=O)(=O)Nc2nccc(C3Cc4ccccc4C(=O)O3)n2)cc1 (configuration not stated),95

# 10 records picked at random from those above, as already listed:
SMILES,SK-BR-3 tox 24h
COC(=O)c1[nH]c2cccc(Cl)c2c1NC(=O)CN1CCCCC1C (configuration not stated),85
O=S(=O)(Nc1ccc2c(c1)OCCO2)c1cccc2cccnc12,92
CCOC(=O)N1CCN(c2ncnc3c2oc2nc(CC(C)C)c4c(c23)CCC4)CC1,64
Cn1c(/C(C#N)=C/C2CC=CCC2)nc2ccccc21 (configuration not stated),79
Cc1cc(=O)n2[nH]cnc2n1,73
CCOc1ccc(N2CC(O)Cn3c2nc2c3c(=O)n(CCCc3ccccc3)c(=O)n2C)cc1 (configuration not stated),80
CCOC(=O)N1CCN(C(=O)C2CC(=O)N(Cc3ccc(OC)cc3)C2)CC1 (configuration not stated),82
COC(=O)c1cc(Br)c(=O)n(Cc2ccc(C(=O)O)cc2)c1,78
COC(=O)c1ccc(C2C(C(=O)Nc3ccccc3C)=C(C)Nc3ncnn32)cc1 (configuration not stated),102
Cc1noc(C)c1C(=O)N1CCN(c2ncccn2)CC1,106

# Continued.
SMILES,SK-BR-3 tox 24h
Cc1ccccc1-c1ccc(C=Nc2c(C)n(C)n(-c3ccccc3)c2=O)o1,102
Cc1csc(C(C#N)C(=O)c2ccncc2)n1 (configuration not stated),97
CSc1nc(N)nc(SC2C=CCCC2)c1C#N (configuration not stated),81
O=C(OCc1cc2ccccc2[nH]c1=O)c1ccco1,90
O/N=C1/CCCCC1c1ccccn1 (configuration not stated),135
COCCNC(=O)CN(C)S(=O)(=O)c1ccc2c(c1)OCCO2,47
O=c1c2ccccc2ncn1-c1ccc2c(c1)OCCO2,91
O=C(CN1CCCCC1)Nc1ccc(S(=O)(=O)NC2CCCCC2)cc1,87
Cc1ccc(S(=O)(=O)n2nc(-c3ccco3)nc2SCc2ccccc2)cc1,102
CCn1c2ccc(CC(=O)O)cc2c2cc(CC(=O)O)ccc21,100
Cc1nn(Cc2ccc(C(=O)Nc3ccc(C(=O)OC(C)C)cc3)o2)c(C)c1Cl,79
CC1(C)Cc2c(sc3c2c(=N)n(Cc2ccco2)c(=O)n3CC(=O)Nc2ccccc2)CO1,76
Cc1nn(-c2nc3ccccc3s2)c(N)c1-c1ccc(Cl)cc1,91
CC1CN(C(=O)CN2C(=O)c3ccccc3S2(=O)=O)CC(C)O1 (configuration not stated),90
CCCCNC(=O)N1CCOCCOCCN(C(=O)NCCCC)CCOCCOCC1,102
O=C(CSc1ncnc2sc3c(c12)CCCCC3)NCc1ccco1,105
COC(=O)c1ccc(NC(=O)CN2CCCC2)cc1,106
Clc1ccc(Cn2nnc(-c3ccc(CN4CCOCC4)cc3)n2)cc1,58
Cc1ccc(C2NC(=O)c3c(sc4c3CCN(C)C4)N2)o1 (configuration not stated),127
COc1ccc(N/C(N)=N/c2nc(CSc3ccc(C)cc3)cc(=O)[nH]2)cc1,79
